Growth percent in the NCI-60 one-dose screen (48 h, 10 µM unless noted): 100 = growth as untreated, 0 = no growth, -100 = all killed.
MDA-MB-435 = MDA-MB-435 melanoma; AID 1794794; 7.8% of 82,000 active
SK-MEL-28 = SK-MEL-28 melanoma | 4.1% of 81,000 active
UACC-257 = UACC-257 melanoma; 4.4% of 78,000 active
LOX IMVI = LOX IMVI melanoma; 7.4% of 79,000 active
SK-MEL-2 = SK-MEL-2 melanoma; 4.7% of 77,000 active; AID 1794763
SK-MEL-5 = SK-MEL-5 melanoma | 6.4% of 80,000 active | AID 1794755
UACC-62 = UACC-62 melanoma | 5.4% of 81,000 active | AID 1794756
MALME-3M = MALME-3M melanoma | AID 1794766 | 5.8% of 78,000 active
The depositor's hits bear a star; · = no result given; & = joins results of further samples; ! = not confirmed by another sample. Rule for the calls: active = growth percent below 10; inactive = the rest.

SMILES	MDA-MB-435	SK-MEL-28	UACC-257	LOX IMVI	SK-MEL-2	SK-MEL-5	UACC-62	MALME-3M
NC(=O)Nc1cccc(O)c1	102	·	64	104	·	102	101	113
COc1cc2ccccc2oc1=O	109	112	103	73	107	101	89	107
Nc1nc(=S)c2[nH]c(=S)[nH]c2[nH]1	107	131	100	99	103	110	85	112
COC(=O)C1=C(C)NC(C)=C(C(=O)OC)C(N2C(=O)CCC2=O)C1 (configuration not stated)	82	95	67	82	99	102	84	81
Cc1ccc(NC(=O)c2cccc(CN3CCN(C)CC3)c2)cc1Oc1ccc(-c2[nH]nc3ncnc(N)c23)cc1	56	73	75	30	74	77	73	49
Oc1c(Cl)cc(Cl)cc1CNc1nccnn1	99	106	105	99	115	102	94	94
CCN(CC)C(=O)C1(C)CCCC2(C)c3cc(OC(C)=O)ccc3CCC12 (configuration not stated)	73	89	·	101	80	68	73	86
CC(C)c1ccc(C(=O)Nc2sc3c(c2C#N)CCC(=O)C3)cc1	-14*	22	-3.0*	17	-20*	-63*	-28*	-41*
O=C(Nc1nc(-c2ccc(Cl)cc2)cc(-c2ccccc2Cl)n1)c1ccncc1	85	110	112	86	99	96	71	100
COc1ccc2nc(NCc3ccccc3)c3sc4ccc(F)cc4c(=O)c3c2c1	105	108	103	93	107	98	88	104
COc1ccc2cc3c(nc2c1)Nn1c(nnc1-c1ccc[nH]c1=S)SC3	98	104	104	100	104	98	88	97
C/C(=N\Nc1ccc([N+](=O)[O-])cn1)c1ccc(N)cc1	96	113	105	100	100	101	99	133
CCCCOc1nc2cc(Cl)ccc2cc1/C=C/c1cc(/C=C/c2cc3ccc(Cl)cc3nc2OCCCC)n(-c2ccccc2)n1	112	112	67	86	·	106	73	93
CCOC(OCC)c1ccc(OC)c(OC)c1	105	102	96	92	109	108	100	95
COc1ccc(Sc2[nH]c(C=O)c3ccccc23)cc1	-0.9*	82	91	70	69	70	47	92
Cc1nc2ccccc2c(=O)n1-c1nc2ccccc2o1	100	96	69	82	87	94	76	86
CC(=O)Nc1ccc(S(=O)(=O)NC(CCC(=O)Nc2ccc(Cl)cc2)C(=O)O)cc1 (configuration not stated)	85	94	98	81	107	98	67	·
COc1ccc(S(=O)(=O)N(Cc2ccc3c(n2)C=CC(C)(C)O3)C2CCC2)cc1OC	-35*	-19*	-14*	-41*	-38*	·	-15*	-37*
CC(=O)c1cc2c(N)c(C(=O)Nc3cccc4ncccc34)sc2nc1C	13	79	75	88	47	36	47	96
CC1(C)CC[C@]2(C(=O)O)CC[C@]3(C)C(=CC[C@@H]4[C@@]5(C)Cc6c([nH]c7ccccc67)C(C)(C)[C@@H]5CC[C@]43C)[C@@H]2C1	79	83	88	40	73	74	64	115
CC(=O)c1ccc(C)cc1C	108	104	96	100	97	109	101	95
NS(=O)(=O)c1ccc(N2Cc3cc(Cl)ccc3OC3=C2C(=O)N(CC2CCCCC2)C3=O)cc1	-74*	-93*	-79*	-86*	-72*	-94*	-76*	-77*
CC(C)c1ccc(Cn2ccc3c4c(N)nc(NC5CC5)nc4ccc32)cc1	-97*	·	-78*	-90*	-83*	-96*	-93*	-92*
CCCCCc1ccc(C)cc1OC(C)=O	106	118	108	98	106	106	108	102
Clc1cccc(Oc2ccc(Nc3ncnc4onc(-c5ccccc5)c34)cc2)c1	101	100	94	88	108	96	84	101
O=C(Nc1ccc(OS(=O)(=O)c2ccccc2)cc1)C1CCCCC1	100	92	·	86	88	77	89	82
O=C(CSc1nnc(-c2ccc(-c3nc4ccc(Cl)cc4[nH]3)cc2)o1)Nc1ccc(Cl)cc1	8.4*	-74*	3.4*	-93*	15	8.9*	-45*	-24*
CCOC(=O)Nc1ccc(N=Nc2ccccc2)cc1	53	89	95	·	89	89	40	114
Nc1ccc([N+](=O)[O-])cc1C(=O)C(=O)N1CCOCC1	103	106	100	96	100	101	93	104
COc1ccc(/C=C/C(=O)c2ccc(NC(=O)CSc3nnc(-c4ccc(OC)cc4)o3)cc2)cc1	90	97	84	92	96	79	82	104
O=C(NCCCN1C(=O)c2ccccc2C1=O)OCc1ccccc1	115	105	107	92	98	103	94	·
CC(C)c1oc2ccccc2c1C(=O)c1cc(I)c(O)c(I)c1	114	106	97	91	108	95	97	107
Cc1ccc2c(C)nc(Nc3nc(C)cc(-c4ccccc4)n3)nc2c1	103	108	137	94	100	99	105	·
COc1cccc(NC(=O)c2sc3nc(C)c(C(C)=O)cc3c2N)c1	-41*	71	60	47	24	·	27	71
C#CCOc1cccc(-c2ncnc3cc(NC(=O)CCl)ccc23)c1	-25*	20	43	-84*	-4.3*	-86*	-42*	-79*
COC(=O)C(CC(=O)Nc1ccc(C(=O)N2CCOCC2)cc1)c1ccc(C(F)(F)F)cc1 (configuration not stated)	100	104	105	102	110	99	97	93
c1ccc(C(=NNc2nc(-c3ccccc3)cs2)c2ccccc2)cc1	94	93	84	95	95	79	66	109
CCOC(=O)C1=C(c2ccccc2)N=c2s/c(=C/c3ccc(Br)cc3)c(=O)n2C1c1cc(OC)c(OC)c(OC)c1 (configuration not stated)	100	100	90	91	94	97	80	95
COc1ccc(N2C(=O)C(Oc3ccccc3)C2c2ccc(Cl)cc2)cc1 (configuration not stated)	90	98	92	88	103	110	80	83
CCOC(=O)C1C(=O)N(C)C(=O)N1c1ccc(C)cc1 (configuration not stated)	114	104	88	103	106	99	93	107
FC1(F)CCN(Cc2c[nH]c3cc(Cl)ccc23)C[C@H]1CCc1ccccc1	59	·	53	47	77	63	60	77
COC(=O)C(CC(=O)CNC(=O)c1ccccc1)NC(=O)c1ccccc1 (configuration not stated)	115	123	104	104	102	108	92	118
Cc1cccc(C)c1OCC(C)N (configuration not stated)	104	103	106	103	107	·	109	107
CCC(=O)N1c2cc(C)ccc2N(C(=O)CC)c2c1c1cc(Br)ccc1n2C(=O)CC	103	107	107	101	111	91	76	102
CSCCC(NS(=O)(=O)Cc1ccccc1)C(=O)NNc1ccccc1 (configuration not stated)	61&94	97&109	93	69	94	100&101	26&39	96&102
O=C1CCC(N2C(=O)c3cccc(NCCCOCCOCCOCCCNc4cccc5c4C(=O)N(C4CCC(=O)NC4=O)C5=O)c3C2=O)C(=O)N1 (configuration not stated)	109	114	112	98	107	98	100	109
Cc1ccc2c(c1)nc(-c1ccccc1)n2CC(=O)N=Nc1c(O)[nH]c2ccc(Br)cc12	-33*	-88*	-51*	-94*	-41*	-57*	-87*	-86*
CC(=O)C(CCc1ccccc1)(CCN(C)C)c1ccccc1 (configuration not stated)	100	95	104	94	101	93	94	82
Cc1cc2c(cc1C)C(=O)c1ccccc1C2=O	101	106	100	102	121	99	101	96
O=C1CC(O)C(Cc2ccccc2)N1 (configuration not stated)	103	112	·	100	117	101	112	109
COc1ccc(-c2cc(-c3cc(OC)ccc3OC)nc(SCc3ccccc3)c2C#N)cc1	100	102	94	91	111	99	84	100
COc1ccc(-c2cc(C(=O)N3CCN(C(=O)c4ccccc4NCc4cc(OC)c(OC)c(OC)c4)CC3)nc3cc(-c4ccccc4)nn23)cc1	105	117	108	99	94	87	83	·
O=C(OCC1OC(n2cnc3c(=S)nc[nH]c32)C(OC(=O)c2ccc(Cl)cc2)C1OC(=O)c1ccc(Cl)cc1)c1ccc(Cl)cc1 (configuration not stated)	63	100	90	99	71	64	81	83
O=C(CN1C(=O)NC2NC(=O)NC21)N/N=C/C=C/c1ccccc1[N+](=O)[O-] (configuration not stated)	104	103	97	94	110	99	97	98
COC(=O)C1(C(C(=O)c2ccccc2)c2ccccc2)NC(=S)NC(=O)C1C#N (configuration not stated)	121	111	121	·	119	102	99	100
c1ccc2cc3c(Nc4ccc(N5CCOCC5)cc4)ccnc3cc2c1	96	111	108	97	101	90	96	98
Clc1ccc2noc(-c3ccccc3)c2c1	110	110	108	94	·	112	113	165
O=c1cc(CP(=O)(O)O)c2cc(O)c(-c3ccccc3)cc2o1	99	104	101	100	107	98	98	103
CC(=O)/C(=C/n1c(=S)[nH]c2ccccc21)C(=O)Nc1ccccc1C	103	108	103	97	114	94	100	104
CN[C@@H]1C(OC2[C@H](O[C@H]3[C@H](O)[C@@H](O)[C@H](N=C(N)N)[C@@H](O)[C@@H]3N=C(N)N)OC(C)[C@]2(O)CO)OC(CO)C(O)C1O (some centres not stated)	102	104	107	104	112	105	114	106

Reformatted with values under each structure: entries from further up.
Fields: MDA-MB-435, SK-MEL-28, UACC-257, LOX IMVI, SK-MEL-2, SK-MEL-5, UACC-62, MALME-3M
O=C(CN1C(=O)NC2NC(=O)NC21)N/N=C/C=C/c1ccccc1[N+](=O)[O-] (configuration not stated)
→ 104, 103, 97, 94, 110, 99, 97, 98
COC(=O)C1(C(C(=O)c2ccccc2)c2ccccc2)NC(=S)NC(=O)C1C#N (configuration not stated)
→ 121, 111, 121, ·, 119, 102, 99, 100
c1ccc2cc3c(Nc4ccc(N5CCOCC5)cc4)ccnc3cc2c1
→ 96, 111, 108, 97, 101, 90, 96, 98
Clc1ccc2noc(-c3ccccc3)c2c1
→ 110, 110, 108, 94, ·, 112, 113, 165
O=c1cc(CP(=O)(O)O)c2cc(O)c(-c3ccccc3)cc2o1
→ 99, 104, 101, 100, 107, 98, 98, 103
CC(=O)/C(=C/n1c(=S)[nH]c2ccccc21)C(=O)Nc1ccccc1C
→ 103, 108, 103, 97, 114, 94, 100, 104
CN[C@@H]1C(OC2[C@H](O[C@H]3[C@H](O)[C@@H](O)[C@H](N=C(N)N)[C@@H](O)[C@@H]3N=C(N)N)OC(C)[C@]2(O)CO)OC(CO)C(O)C1O (some centres not stated)
→ 102, 104, 107, 104, 112, 105, 114, 106

Next compounds.
SMILES	MDA-MB-435	SK-MEL-28	UACC-257	LOX IMVI	SK-MEL-2	SK-MEL-5	UACC-62	MALME-3M
COC(=O)CC[C@@H](C)[C@H]1CC[C@H]2[C@@H]3CC[C@@H]4C[C@H](O)CC[C@]4(C)[C@H]3CC[C@]12C	108	112	108	101	101	92	96	112
CCOC(=O)C1NN(c2ccc(S(N)(=O)=O)cc2)c2nc3nc(-c4cccs4)cc(-c4cccs4)c3c(=O)n21 (configuration not stated)	106	73	109	81	101	75	75	86
CCCCCCCCNc1ncnc2[nH]ncc12	83	98	54	73	76	46	60	105
COc1cc(-c2nn(-c3cccc(NC(=O)Nc4ccc(Cl)c(Cl)c4)c3)cc2-c2ccncc2)ccc1Cl	-46*	5.0*	-37*	1.4*	-44*	-80*	-65*	-20*
CCN(CC)Cc1ccc(CNc2cc(OC)nc3nc(C)nn23)cc1	106	111	95	98	97	98	101	99
C[N+]1(C)CCC(c2ccccc2)(c2ccccc2)C(=O)C1Cc1ccccc1 (configuration not stated)	99	101	97	91	98	99	97	95
NC1CONC1=O (configuration not stated)	87	104	116	58	116	103	87	117
COc1cc(-c2cc(-c3ccc(Nc4ncnc5cc(Cl)ccc45)cc3)nc(N3CCOCC3)n2)cc(OC)c1OC	102	109	91	100	91	103	97	104
O=C(Nc1ccc(-n2cc(-c3ccncc3)c(-c3ccc(Cl)c(O)c3)n2)cc1)Nc1ccc(Cl)c(C(F)(F)F)c1	-38*	-28*	-9.1*	5.2*	·	-89*	-25*	-14*
O=C1/C(=C/c2cc3cc4c(cc3nc2Cl)OCO4)SC(=S)N1CCc1ccc(O)cc1	95	111	100	94	102	98	94	98
CN1C(=O)C=C(N)C1=O	104	106	·	98	105	106	103	124
O=C1Nc2ccc(Cl)cc2/C1=C/c1ccc(OCC(=O)c2ccccc2)cc1	103	101	105	95	102	94	75	106
Cc1ccccc1N1CCN(CCC(=O)O)CC1	106	114	106	109	114	100	114	106
CC(=O)OC[C@H]1O[C@@H](OC(C)=O)[C@H](N2C(C(C)=O)=NN(c3ccc(Br)cc3)C2c2ccc(Cl)cc2)[C@@H](OC(C)=O)[C@@H]1OC(C)=O (some centres not stated)	76	75	74	60	78	62	46	98
O=C(/C=C/c1ccc(F)cc1)Nc1cccc2cccnc12	107	109	114	121	107	99	92	100
COc1ccc(NC(=O)CCCCCCNC(=O)C(O)(O)C(F)(F)F)cc1	39	40	49	35	13	17	17	19
COc1ccc2cc3[n+](cc2c1OC)CCc1cc2c(cc1-3)OCO2	66&59	94	89&48	87&84	104&91	7.3*!	65&55	42&32
C=CC[N+]1(CCO)CCN=C1CCCCCCCCCCCCC (configuration not stated)	-78*	-69*	-80*	-88*	-64*	-95*	-97*	-62*
C[C@@H]1CN(c2cccnc2F)C(=O)c2cc(COc3ccc(Cl)cn3)nn21	106	103	104	104	98	97	85	66
CCCOC(=O)c1ccc(C)cc1	107	105	·	100	132	106	101	117

Part of the list above, set out differently:
> CC(=O)OC[C@H]1O[C@@H](OC(C)=O)[C@H](N2C(C(C)=O)=NN(c3ccc(Br)cc3)C2c2ccc(Cl)cc2)[C@@H](OC(C)=O)[C@@H]1OC(C)=O (some centres not stated)
  MDA-MB-435: 76
  SK-MEL-28: 75
  UACC-257: 74
  LOX IMVI: 60
  SK-MEL-2: 78
  SK-MEL-5: 62
  UACC-62: 46
  MALME-3M: 98

> NC1CONC1=O (configuration not stated)
  MDA-MB-435: 87
  SK-MEL-28: 104
  UACC-257: 116
  LOX IMVI: 58
  SK-MEL-2: 116
  SK-MEL-5: 103
  UACC-62: 87
  MALME-3M: 117

(cont.)
SMILES	MDA-MB-435	SK-MEL-28	UACC-257	LOX IMVI	SK-MEL-2	SK-MEL-5	UACC-62	MALME-3M
O=C1c2ccccc2NC(c2cn(-c3ccccc3)nc2-c2cccs2)N1Cc1ccccc1 (configuration not stated)	98	97	103	62	74	81	·	109
CC(CCCC(=O)O)c1ccoc1 (configuration not stated)	107	109	·	98	105	106	107	97
O=C(O)C(C(=O)Nc1ccccc1)c1ccccc1 (configuration not stated)	109	107	87	102	96	98	96	109
COC1OC(C(O)CO)C(O)C(O)C1O (configuration not stated)	116&108	103&104	99&94	113&101	98&114	104&100	94&98	122&109

Assay outcomes (PubChem BioAssay)
